ERK EGF block – qHTS Assay for Inhibitors of the ERK Signaling Pathway using a Homogeneous Screening Assay; Stimulation with EGF | HEK293-V1b, EGF-stimulated phospho-ERK AlphaScreen | Potency, µM (doses to about 11.5 µM), without a hit: at the top dose activity change, negative = inhibition, most hits filed as inhibitors | 0.41% of 130,000 active | AID 1454, 2008; active = well fitted inhibition curve with a large enough effect; inconclusive = small, poorly fitted or top-dose-only effect, or effect the other way;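 note: plate controls were stimulated vehicle wells for no effect and unstimulated vehicle basal for full effect; nearly all actives have a fitted effect of over 55% in size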
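Stably V1b-transfected HEK293 cells; 30 min compound, then EGF 25 nM final for 5 min at 37C; 10 min lysis; phospho-ERK by AlphaScreen after 5 hr beads at room temperature.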
* marks the source's active call; other numbers are inactive results; ? = inconclusive; & = joins results of further samples; [ ] = dose if it differs, or a comment. Potency is the fitted concentration of half-maximal effect. The list is partial. The share of hits here may be higher or lower than overall.

SMILES	ERK EGF block
Cc1cccc(N2C(=O)NC(=O)/C(=C/c3ccc(-c4ccc(C(=O)O)c(Cl)c4)o3)C2=O)c1	-7%
c1ccc(-c2nc(N3CCOCC3)s[n+]2-c2ccccc2)cc1	5%
NC(=S)/N=C/c1c(O)[nH]c(=O)[nH]c1=O	-2%
COc1cc(C(c2c(C)[nH]n(-c3ccccc3)c2=O)c2c(C)[nH]n(-c3ccccc3)c2=O)cc(OC)c1OC	-4%[57.5 µM]
COc1ccc(-n2c(-c3ccc(C)cc3)nc3ccccc3c2=O)cc1	-4%[57.5 µM]
Cc1ccc(OCC(=O)N2CCN(Cc3ccc4c(c3)OCO4)CC2)cc1	2%
C/C(=N\N=C(N)N)c1ccccc1	-1%[57.5 µM]
COc1ccc([N+](=O)[O-])cc1N=Cc1c(O)n(CCc2ccccc2)c(=O)n(C(C)C)c1=O	1%
COc1ccc(N2C(=O)NC(=O)C(CCc3ccncc3)(CCc3ccncc3)C2=O)cc1	-6%
C[n+]1c(-c2ccccc2)cc(-c2ccc(Cl)cc2)cc1-c1ccccc1	5%
Cc1cccc(-n2c(O)c(C)c(=O)[nH]c2=S)c1	-13%
CCCCCCC(=O)N/N=C/c1c(O)n(CCCC)c(=S)[nH]c1=O	-4%[57.5 µM]
COP(=S)(OC)Oc1ccc(SC)c(C)c1	19%
COc1cccc(C2(O)CCN(CC(=O)Nc3nc(C)cs3)CC2)c1	-4%
CC(C)c1cccc(C(C)C)c1O	9%
O=C(Nc1ccc(OC(=O)N2CCCC2)cc1)N1CCOCC1	0%
CCCN1CCCC2Cc3[nH]ncc3CC21 (configuration not stated)	5%
ClC(Cl)=C(c1ccc(Cl)cc1)c1ccc(Cl)cc1	27%
CNC(=O)Oc1cccc2c1OC(C)(C)O2	27%
CC(=O)N1CCN(c2ccc(OC[C@@H]3CO[C@@](Cn4ccnc4)(c4ccc(Cl)cc4Cl)O3)cc2)CC1	6%[25.7 µM]
CCN(CC)c1ncnc2c1ncn2[C@@H]1O[C@H](COP(=O)(O)OP(=O)(O)C(Br)(Br)P(=O)(O)O)[C@@H](O)[C@H]1O	9%
CCOc1ccc(-c2c(C)n(-c3ccc(OCC)cc3)c3[n+]2CCCCC3)cc1	?
O=C(CN1CCN(CCO)CC1)Nc1ccc(Cl)cc1C(=O)c1ccccc1	-5%
CC1(CCl)CN1S(=O)(=O)c1ccccc1 (configuration not stated)	-14%[57.5 µM]
CCn1c(O)c(/C=N/NC(=O)c2ccncc2)c(=O)[nH]c1=S	10%
O=C(CN1CC=C(c2ccccc2)CC1)Nc1c(Cl)cccc1Cl	1%
C=C1C(=O)O[C@@H]2C[C@@H](C)[C@@H]3C=CC(=O)[C@@]3(C)[C@@H](OC(=O)CC(=O)O[C@H]3[C@@H]4C(=C)C(=O)O[C@@H]4C[C@@H](C)[C@@H]4C=CC(=O)[C@]43C)[C@H]12	4.5µM*
O=C(c1ccncc1)N1CCC[C@@]2(CCN(Cc3nccs3)C2)C1	1%
Cc1nccn1Cc1ccc(Cl)nc1	-4%
Cc1ccc(C(=O)c2cc(Br)ccc2N)cc1	2%
C/C(=N\N1CCCCCC1)c1c(O)n(C2CCCCC2)c(=O)[nH]c1=O	-13%[57.5 µM]
CSc1nc(N2CCN(C)CC2)c2ccccc2n1	-1%
Cc1nn(Cc2ccccc2)c(C)c1C(=O)O	2%
CN1CCN(c2ncc(C=O)s2)CC1	29%
Cc1ccc(-c2nc3ccccc3c(=O)n2-c2ccncc2)cc1	10%
Cn1cccc1/C=C1/C(=O)NC(=S)N(Cc2ccc(F)cc2)C1=O	-7%[57.5 µM]
CC(C)c1oc(=O)cc2c1[C@@H](O)[C@H]1OC(=O)[C@@]3(C)C[C@@H](O)[C@@H](O)[C@@]2(C)C13 (some centres not stated)	-15%
Cn1cnnc1Sc1cc(N2CCNCC2)ccc1[N+](=O)[O-]	-7%[57.5 µM]
O=C(Nc1ccccc1)N1CC2(CCN(C(=O)Oc3ccccc3)CC2)C1	14%
C[N+]1=Cc2cc3c(cc2CC1)OCO3	-19%
CC1O[C@@H](O[C@@H]2C(O)C[C@H](O[C@@H]3C(O)C[C@@H](OC4CC[C@@]5(C)C6CC[C@]7(C)C(C8=CC(=O)OC8)CC[C@@]7(O)C6CC[C@@H]5C4)OC3C)OC2C)CC(O)[C@H]1O (some centres not stated)	10%
Cn1ccc(NC(=O)CCl)n1	12%
CN1CCN(c2ccc(Cl)cc2N)CC1	-11%
COC(=O)C(O)(c1ccc(N(C)C(=O)c2ccc(Cl)c(Cl)c2)cc1)C(F)(F)F (configuration not stated)	-2%
Cc1ccc(-c2[nH]nc3c2C(c2ccccc2OC(=O)N2CCOCC2)C(C#N)=C(N)O3)cc1 (configuration not stated)	?
C=CCn1c(=O)c(C=Nc2c(OC)cccc2[N+](=O)[O-])c(O)n(CCCC)c1=O	2%
O=C(c1ccc(Cl)cc1)C1CCCN(Cc2ccon2)C1 (configuration not stated)	0%
c1cc2c(cc1[C@H]1OC[C@H]3[C@@H]1CO[C@@H]3c1ccc3c(c1)OCO3)OCO2	-17%[57.5 µM]
CCN1C[C@]2(C)CC[C@H](OC)[C@@]34[C@@H]2[C@H](OC(C)=O)[C@]2(OCO[C@@]25C[C@@H](OC)[C@@H]2C[C@@]3(O)[C@H]5[C@@H]2OC)[C@H]14	0%[25.7 µM]
CNC[C@H](O)c1ccc(O)cc1	-3%[25.7 µM]

A run of entries from the list above:
SMILES	ERK EGF block
CC1O[C@@H](O[C@@H]2C(O)C[C@H](O[C@@H]3C(O)C[C@@H](OC4CC[C@@]5(C)C6CC[C@]7(C)C(C8=CC(=O)OC8)CC[C@@]7(O)C6CC[C@@H]5C4)OC3C)OC2C)CC(O)[C@H]1O (some centres not stated)	10%
Cn1ccc(NC(=O)CCl)n1	12%
CN1CCN(c2ccc(Cl)cc2N)CC1	-11%
COC(=O)C(O)(c1ccc(N(C)C(=O)c2ccc(Cl)c(Cl)c2)cc1)C(F)(F)F (configuration not stated)	-2%
Cc1ccc(-c2[nH]nc3c2C(c2ccccc2OC(=O)N2CCOCC2)C(C#N)=C(N)O3)cc1 (configuration not stated)	?
C=CCn1c(=O)c(C=Nc2c(OC)cccc2[N+](=O)[O-])c(O)n(CCCC)c1=O	2%
O=C(c1ccc(Cl)cc1)C1CCCN(Cc2ccon2)C1 (configuration not stated)	0%

Some of the entries so far, bar-delimited.
mol | ERK EGF block
C=CCn1c(=O)c(C=Nc2c(OC)cccc2[N+](=O)[O-])c(O)n(CCCC)c1=O | 2%
O=C(c1ccc(Cl)cc1)C1CCCN(Cc2ccon2)C1 (configuration not stated) | 0%
c1cc2c(cc1[C@H]1OC[C@H]3[C@@H]1CO[C@@H]3c1ccc3c(c1)OCO3)OCO2 | -17%[57.5 µM]

Next section.
SMILES	ERK EGF block
CCOc1ccc(-c2cc(C)[n+](CCO)c(-c3ccc(OCC)cc3)c2)cc1	8%
CCN(CC)CCN/N=C(\C)c1c(O)[nH]c(=O)[nH]c1=O	-61%[57.5 µM]
CCN1C[C@]2(COC)C(O)C[C@H](OC)[C@@]34C5C[C@]6(O)C(OC)C(O)[C@](OC(C)=O)(C5C6OC(=O)c5ccccc5)C(C(OC)C23)C14 (some centres not stated)	-1%
Cc1ccc(-n2c(C)nc3ccccc3c2=O)c(C)c1	-1%[57.5 µM]
CCC(C)C1O[C@]2(C=CC1C)CC1CC(C/C=C(\C)[C@H](OC3CC(OC)C(O[C@H]4CC(OC)[C@@H](O)C(C)O4)C(C)O3)[C@@H](C)/C=C/C=C3\COC4C(O)C(C)=C[C@H](C(=O)O1)[C@@]34O)O2 (some centres not stated)	6%
COCCCN=Cc1c(O)[nH]c(=S)[nH]c1=O	-10%[57.5 µM]
O=c1[nH]c(=O)n(CCc2ccccc2)c(O)c1C=NC1CC1	6%[57.5 µM]
C[C@@H](Cc1ccc(OCC(=O)O)cc1)NC[C@H](O)c1cccc(Cl)c1	4%
O=[N+]([O-])c1ccc(N2CCCC2)cc1N/N=C1\CN2CCC1CC2	9%
C=CCc1cc(C=C2C(=O)N(C)C(=O)N(C)C2=O)cc(OCC)c1OCc1ccccc1	-2%
O=C1NC(=O)C(CCc2ccncc2)(CCc2ccccn2)C(=O)N1c1ccc(Br)cc1 (configuration not stated)	-7%
O=[N+]([O-])c1ccc(C2[C@H]3C(c4ccccc4)=NC4(CCCCC4)N23)cc1 (some centres not stated)	-1%
O=C(NC1CN2CCC1CC2)c1ccc(-c2ccc([N+](=O)[O-])cc2)o1 (configuration not stated)	3%
NC1CCc2cc(O)c(O)cc2C1 (configuration not stated)	-8%
CC(C)CCNC(=O)c1cc(C(=O)c2cc(Br)ccc2O)cn(CCC(C)C)c1=O	0%
O=c1[nH]c(=S)n(-c2ccccc2)c(O)c1/C=N/N1CCOCC1	2%
Clc1ccc2c(c1)C(c1ccccc1Cl)=NCc1nnc(N3CCN(CCOc4ccccc4)CC3)n1-2	6%
O=c1c2ccccc2nc(Cc2ccccc2)n1-c1cccc(O)c1	17%
CCCCCCC(=O)N/N=C/c1c(O)n(C(C)CC)c(=S)[nH]c1=O (configuration not stated)	0%[57.5 µM]
CC(C)N1CCN(Cc2ccccc2C(F)(F)F)CC1CCO (configuration not stated)	3%
COc1cc(OC)c(OC)cc1C=O	18%
CCOC(=O)c1nsnc1NCCCl	6%
C[N+](C)(C)CCOC(=O)CBr	9%
COc1ccc(-n2c(Cc3ccccc3)nc3ccccc3c2=O)cc1	-8%
Clc1ccccc1CNC1CN2CCC1CC2 (configuration not stated)	33%
Cc1nc2cc([N+](=O)[O-])ccc2c(=O)n1-c1ccccc1[N+](=O)[O-]	-9%
CCCCCCn1c(O)c(C=Nc2ccccc2N2CCOCC2)c(=O)[nH]c1=S	0%[57.5 µM]
CN1CCN(c2ccc([N+](=O)[O-])c(Sc3nncn3C)c2)CC1	-9%
CC(=O)Nc1cc([As](=O)(O)O)ccc1O	-6%[57.5 µM]
CCN(CC)S(=O)(=O)c1cc(NC(=O)C(C)N2CC=C(c3ccccc3)CC2)ccc1C (configuration not stated)	2%
CSc1ncc(CN2CCCC(C(=O)c3sccc3C)C2)cn1 (configuration not stated)	-2%
COC(=O)[C@@H]1C[C@@]1(C)[C@@H](NP(=O)(c1ccccc1)c1ccccc1)c1ccccc1	2%&6%
CCCCC(=O)N/N=C/c1c(O)n(-c2ccccc2)c(=O)[nH]c1=O	-2%[57.5 µM]
COc1ccccc1OCCCn1cc(C(C)=O)c2ccccc21	14%
COc1ccc(NC(=O)N2CCC3(CC2)OCCO3)cc1	-5%
CCOP(=O)(OCC)C(NC(=O)c1ccccc1)=C(Cl)Cl	5%
CN(C)C(=O)Oc1ccc(OCc2nc3ccccc3[nH]2)cc1	5%
O=C1NC(=O)N(c2ccc(Cl)cc2)C(=O)/C1=C\c1ccc(Sc2nc3ccccc3[nH]2)o1	-5%
c1cnc2c(c1)ccc1ncccc12	-14%[57.5 µM]
Cc1[nH]c2ccccc2c1CN(C)C	8%
CC1(C)OC1COc1c2occc2cc2ccc(=O)oc12 (configuration not stated)	-6%&-5%
CC(C)[C@@]1(NC(=O)[C@@H]2C[C@H]3c4cccc5[nH]cc(c45)C[C@@H]3N(C)C2)O[C@]2(O)[C@H]3CCCN3C(=O)CN2C1=O	19%[25.7 µM]
